Compound activity as filed in PubChem.
KB-3-1 cytotox – KB-3-1 parental cell cytotoxicity | KB-3-1 viability, CellTiter-Glo ATP luminescence, 72 h | Potency, µM (highest dose often 46.1 µM), without a hit: at the top dose activity change, negative = cytotoxic, actives largely listed as cytotoxic | 400,000 compounds, 1.4% hits | AID 1347075; further: on the % scale 0 is the no-effect control and ±100 the full control effect; nearly all actives have a fitted effect of over 60% in size
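Parental KB-3-1 adenocarcinoma cells in phenol-red-free DMEM with 10% FBS were pin-treated with compounds at several concentrations, incubated 72 h at 37 °C, and viability read by CellTiter-Glo luminescence; concentration-effect curves were fitted after normalization.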
HEK293 tox – cytotoxicity in counter-screen for GLP-1R inverse agonists. HEK293 cAMP-luciferase reporter cells, luminescence, 24 h. Potency, µM (top dose mostly 38.3 µM), without a hit: at the highest dose activity change, negative = inhibition, most hits filed as inhibitors. 410,000 compounds, 0.13% hits. AID 624418;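 further: loss of luciferase light is scored as toxicity; on the % scale 0 is the no-effect control and ±100 the full control effect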
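Luminescence readout: signal drop marks cytotoxicity. Plated cells grew 12 h at 37 °C, 5% CO2, received 23 nL compound for 24 h, then got luciferase reagent, read after 12 min at RT.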
TDP-43 yeast inh – inhibitors of TDP-43 toxicity in yeast; 410,000 compounds, 1.8% hits; Potency, µM (highest dose often 46.1 µM), without a hit: at the highest dose growth rescue (activation), most hits filed as activators; AID 652104; TDP-43 expressing yeast growth rescue, BacTiter-Glo, 24 h; further: % of control where 0% means no effect; nearly all actives have a fitted effect of over 50% in size
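In this qHTS, compounds that restore growth of yeast expressing TDP-43 appear as activators. Cells (OD600=0.02, galactose medium, raffinose-pregrown) are incubated with compound 24 hr at 30 deg C and growth is quantified by BacTiter-Glo.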
KB-V1 cytotox – KB-V1 MDR subline cytotoxicity; Potency, µM (series often up to 46.1 µM), inactives show top-dose activity change, negative = cytotoxicity, hits mostly cytotoxic; 400,000 compounds, 3.4% hits; KB-V1 MDR cells viability, CellTiter-Glo, 72 h; further: on the % scale 0 is the no-effect control and ±100 the full control effect; nearly all actives have a fitted effect of over 60% in size
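Drug-selected KB-V1 cells, grown in DMEM lacking phenol red with 10% FBS, receive compound titrations; after three days at 37 degrees C, surviving cell ATP is quantified by CellTiter-Glo luminescence and responses normalized and curve-fitted.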
HT1080 IDH1KD tx – HT-1080 IDH1 knockdown cell toxicity (counter line) | AID 686971 | 360,000 compounds, 2% hits | Potency, µM (doses to about 46.1 µM), for the others: top-dose activity, negative = toxicity, hits mostly cytotoxic | HT-1080 IDH1 knockdown viability, ATP luminescence, 48 h;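 further: 0% = DMSO wells and -100% = cell-free medium wells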
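In this qHTS, HT-1080 cells depleted of IDH1 are exposed for 48 h at 37 °C to compound titrations. Toxicity is scored from CellTiter-Glo luminescence, with DMSO as full viability and medium alone as none.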
HT1080-NT tox – kills 2HG-producing HT-1080-NT fibrosarcoma cells; Potency, µM (series often up to 46.1 µM), for the others: at the top dose activity, negative = less viability, hits mostly cytotoxic; HT-1080-NT fibrosarcoma viability, CellTiter-Glo ATP luminescence, 48 h; 360,000 compounds, 1.6% hits;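 further: NT is the 2HG producing partner of a matched IDH1 knockdown line; 0% = DMSO-treated cells and -100% = media-only wells without cells; nearly all actives have a fitted effect of over 55% in size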
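A 48-hour cytotoxicity screen used HT-1080-NT cells plated 2 hours before compound delivery. ATP-based CellTiter-Glo luminescence measured viability, normalized to DMSO and no-cell controls.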
SW480 rereplic – inducers of DNA re-replication in SW480 colon cancer cells; SW480 DNA re-replication, Hoechst DNA content imaging, 48 h; Potency, µM (top dose mostly 46.1 µM), without a hit: at the top dose re-replication activation, actives largely listed as activators; 340,000 compounds, 1.8% hits; AID 624297; further: % of control where 0% means no effect; nearly all actives have a fitted effect of over 55% in size
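Cells (250 per well) received 23 nL compound or DMSO by pin tool and were kept 48 hr at 37 C, 5% CO2. Nuclei were then stained with Hoechst for 40 min and scanned for DNA content.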
GLP-1R agonist – activates the human GLP-1 receptor. 380,000 compounds, 0.007% hits. Potency, µM (top dose mostly 45.6 µM), without a hit: at the top dose activation, usual class: activators. AID 624172. HEK293 GLP-1R CRE-luciferase, luminescence, 4-6 h; cells express a hypersensitive GLP-1R form. P43220; further: % of control where 0% means no effect
Target sequence (P43220 whole entry, looked up): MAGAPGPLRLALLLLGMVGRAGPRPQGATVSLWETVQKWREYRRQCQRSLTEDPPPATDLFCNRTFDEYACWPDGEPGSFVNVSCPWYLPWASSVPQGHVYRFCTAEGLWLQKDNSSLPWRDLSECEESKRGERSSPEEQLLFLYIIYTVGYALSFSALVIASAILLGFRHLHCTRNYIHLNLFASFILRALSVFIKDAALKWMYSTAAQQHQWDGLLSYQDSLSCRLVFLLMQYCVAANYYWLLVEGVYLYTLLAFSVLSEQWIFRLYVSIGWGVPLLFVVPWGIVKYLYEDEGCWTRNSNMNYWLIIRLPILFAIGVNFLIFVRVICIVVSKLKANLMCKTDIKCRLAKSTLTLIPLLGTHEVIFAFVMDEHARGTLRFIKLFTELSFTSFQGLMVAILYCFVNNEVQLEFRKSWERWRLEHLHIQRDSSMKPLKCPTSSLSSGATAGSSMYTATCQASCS
GLP-1R inv ag – inverse agonists of human GLP-1 receptor. P43220. AID 624417. 410,000 compounds, 1.6% hits. HEK293 GLP-1R CRE-luciferase, luminescence, 24 h; GLP-1R form is constitutively active. Potency, µM (doses to about 38.3 µM), for inactives: at the top dose activity change, negative = inhibition, actives largely listed as inhibitors; further: on the % scale 0 is the no-effect control and ±100 the full control effect; nearly all actives have a fitted effect of over 55% in size
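Assay principle: reduced luminescence from a cAMP-responsive reporter in HEK293 cells co-expressing a constitutively active GLP-1R. Conditions: 24 hr compound incubation, 37 deg C, 5% CO2.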
The depositor's hits bear a star; ? = inconclusive; nt = no result given; & = joins results of further samples; [ ] = dose if it differs, or a comment. The call rests on the fitted dose curve; in most records, active means well fitted curve in the direction sought with a large enough effect; inconclusive means small, poorly fitted or top-dose-only effect, or another doubt; inactive means no such curve, though single readings can be large; an effect the other way counts as inactive or inconclusive. Potency means the concentration at half of the fitted maximal effect.

canonical_smiles,TDP-43 yeast inh,HEK293 tox,SW480 rereplic,HT1080 IDH1KD tx,HT1080-NT tox,KB-3-1 cytotox,GLP-1R inv ag,GLP-1R agonist,KB-V1 cytotox
COCCCn1cc(C(=O)c2cc(OC)ccc2OCC(=O)Nc2cc(C)on2)cc(C#N)c1=O,5%,-5%,1%[9.22 µM],-2%,-5%,17%,16%,1%,-8%
CCc1ccc(CNC(=O)C2CCCN(S(=O)(=O)c3ccc4c(ccn4C)c3)C2)cc1 (centres undefined),18%,13%,nt,nt,nt,-2%,?,nt,1%
N#C/C(=N\Nc1cccc(C(F)(F)F)c1)C(=O)c1csc(-c2cccnc2)n1,-72%[inhibitor],?,-7%,?,-9%,-5%,-12%,0%,-9%
Cc1nn(Cc2ccccc2)c(C)c1C(=O)OCC(=O)c1cc(C)n(CC(F)(F)F)c1C,-17%,-19%,4%,?,-11%,?,?,-1%,?
CCOc1ccc(OCc2ccc(C(=O)N(C)c3ccccc3)o2)cc1,?,-1%,6%,-12%,-6%,0%,?,20%,-56%
COC(=O)CSc1nc2cc3c(cc2cc1C)OCCO3,-54%[inhibitor],0%,-5%,-4%,8%,1%,-4%,-1%,-8%
O/N=C/c1ccccc1Oc1ccc(Cl)cc1,?,1%,-93%[inhibitor],-8%,-9%,1%,?,11%,-3%
COc1ccc(Nc2nc(-c3cccc([N+](=O)[O-])c3)nc3ccccc23)cc1,6%,-20%,?,?,?,?,-28%,0%,?
COCCNC(=O)Cn1c(=O)n(Cc2ccco2)c(=O)c2ccccc21,4%,-18%,-3%,12%,-1%,-3%,-7%,5%,3%
CC1(C)CC(=O)C(C2=NC3(CCCCCC3)Cc3ccccc32)=C(O)C1,0%,0%,-9%,-11%,-17%,-5%,-31%,-1%,-7%
CCN1CCCC1CNC(=O)c1ccc2c(c1)NC(=O)/C(=C\c1ccc(OC)c(OC)c1)S2 (centres undefined),3%,?,?,?,-20%,-8%,-26%,25%,-16%
O=C(Nc1cccc(-c2cn3c(n2)SCC3)c1)c1ccc(Br)o1,8%,-9%,-21%,10%,-1%,5%,28%,4%,-6%
FC(F)(F)c1cccc(N2CCCCC2)c1,13%,-5%,nt,10%,13%,0%,9%,1%,-4%
O=C(NCc1nc2ccccc2[nH]1)c1ccc(S(=O)(=O)N2CCOCC2)cc1,3%,0%,0%,-3%,0%,4%,22%,7%,?
COc1ccc(C)cc1NC(=O)CNC(=O)c1sc2ccccc2c1Cl,-10%,8%,8%,-8%,-3%,-5%,2%,2%,-4%
CC1=C(C(=O)OC2CCCCC2)C(c2ccc(N(C)C)cc2)NC(=O)N1 (centres undefined),9%,0%,-17%,-5%,4%,-19%,23%,-5%,1%

Part of the list above with just TDP-43 yeast inh, HT1080-NT tox and GLP-1R agonist.
| structure | TDP-43 yeast inh | HT1080-NT tox | GLP-1R agonist |
| --- | --- | --- | --- |
| CC1(C)CC(=O)C(C2=NC3(CCCCCC3)Cc3ccccc32)=C(O)C1 | 0% | -17% | -1% |
| CCN1CCCC1CNC(=O)c1ccc2c(c1)NC(=O)/C(=C\c1ccc(OC)c(OC)c1)S2 (centres undefined) | 3% | -20% | 25% |

More structures.
canonical_smiles,TDP-43 yeast inh,HEK293 tox,SW480 rereplic,HT1080 IDH1KD tx,HT1080-NT tox,KB-3-1 cytotox,GLP-1R inv ag,GLP-1R agonist,KB-V1 cytotox
O=C(ONC1=NCCCCC1)c1c(F)cccc1F,-58%[inhibitor],?,6%,-8%,-21%,-19%,?,-1%,4%
Cc1cccc([C@@H]2[C@@H]3C(=O)N(Cc4ccccc4)C(=O)[C@@H]3[C@]3(Cc4ccc(Cl)cc4)C(=O)N(c4ccccc4)C(=O)N23)c1,3%,-19%,1%,12%,14%,-2%,4%,-4%,-1%
c1ccc(-n2nnnc2NC2CCCCC2)cc1,-8%,8%,5%,-2%,?,-1%,-5%,3%,-8%
CC(C)(CSc1ccccn1)NS(=O)(=O)c1ccc(Cl)cc1,16%,-2%,-3%,5%,1%,0%,?,-2%,0%
COc1ccc(CN(CC(=O)NCc2ccc3c(c2)OCO3)C(=O)c2csnn2)cc1,-1%,-2%,-4%,-1%,0%,7%,25%,7%,?
CCc1cc2c(=O)[nH]cnc2s1,2%,23%,0%,15%,16%,-1%,13%,2%,-1%
Cc1ccc(CNC(=O)C2CC=CCC2C(=O)O)cc1 (centres undefined),16%,-3%,-9%,10%,12%,?,10%,-2%,3%
Cc1nc(N)c(Br)c(C)c1Br,-9%[9.22 µM],9%[7.66 µM],-1%,?,4%,?,14%[7.66 µM],6%,-15%
Fc1ccc(-n2c(CN3CCCCC3)n[nH]c2=S)cc1,0%,-1%,-10%,-2%,3%,0%,-7%,3%,-5%
O=C(CC1(O)C(=O)N(Cc2ccccc2)c2ccccc21)c1ccc2c(c1)OCO2 (centres undefined),8%,-17%,1%,-12%,0%,-1%,-6%,-8%,3%
COc1cccc(/C=C2\SC(=S)N(CCCC(=O)NC3=NCCS3)C2=O)c1,5%,2%,-14%,2%,-3%,0%,-9%,-3%,-5%
O=S(=O)(NCc1ccc(F)cc1)c1ccc(Br)cc1Br,22µM*,-8%,5%,6%,6%,6%&0%,-13%,21%,?
Cc1cc2ncn(C(=O)N3CCCCC3)c2cc1C,-3%,-8%,-1%,4%,1%,-4%,-6%,9%,-23%
CCOc1ccccc1N(C(=O)CNC(=O)c1ccco1)C(C(=O)NC1CCCC1)c1cccnc1 (centres undefined),0%,7%,0%,22%,14%,1%,0%,-3%,0%
CCCCNC(=O)NNC(=O)COc1cc(C)cc(C)c1,13%,8%,6%,2%,14%,21%,-4%,0%,18%
O=C(Nc1ccc(S(=O)(=O)Nc2ccccc2)cc1)C1COc2ccccc2O1 (centres undefined),0%,-14%,3%,?,?,-25%,-8%,1%,0%
COc1ccc(C2=Nc3ccc(OC(F)(F)F)cc3NC(c3cccnc3)=N2)cc1,?,-2%,nt,nt,nt,-5%,16%,nt,5%
Fc1ccccc1N1CCN(C2CCCN(Cc3cccc(C(F)(F)F)c3)C2)CC1 (centres undefined),-18%[1.82 µM],4%,1%,-4%,-25%,1%,?,28%,-27%
COc1ccccc1NC(=O)Cn1nnc2sc3c(c2c1=O)CC(C)(C)OC3,25%,1%,?,9%,15%,4%,11%,1%,-6%
N#C/C(=C\c1ccc(-c2cccc([N+](=O)[O-])c2)o1)C(=O)NCCN1CCOCC1,21%[9.22 µM],-6%[7.66 µM],-2%,-13%,?,19%,31%[7.66 µM],12%,-8%
O=c1oc(-c2cccc(Cl)c2)nc2c1cnn2-c1ccccc1,-14%,4%,-4%,2%,0%,3%,4%,6%,7%
CC(=O)OCc1ccc(C2=CC(=O)CC(C)(C)C2=O)cc1,0%,2%,nt,7%,7%,4%,14%,-4%,-8%
CCN(CC(=O)NCc1cccs1)C(=O)c1cccc(S(=O)(=O)Nc2cccc(C)c2)c1,20%,-9%,-20%,0%,-1%,0%,-21%,0%,2%
O=C(NCc1ccccc1)c1nc[nH]c1C(=O)NCc1ccccc1,-10%[0.397 µM],-9%,22%,-5%,-2%,-13%,?,15%,-14%
CCC1Sc2ccc(S(=O)(=O)Nc3ccc(OC)cc3)cc2NC1=O (centres undefined),15%,-14%,-3%,0%,-4%,-11%,-14%,11%,10%
S=c1[nH]nc(-c2cccc(Cl)c2)n1CCN1CCCCC1,-3%,-21%,0%,11%,12%,-3%,-2%,-4%,1%
Cc1c(NC(=O)CSc2ccc(Cl)cc2)cccc1-c1nc2ncccc2o1,14µM*,-21%,-6%,-2%,-6%,-1%,?,-11%,?
COc1ccc(N(CC(=O)NC(C)c2ccccc2)S(=O)(=O)c2c(C)nn(C)c2C)cc1 (centres undefined),7%,-6%,nt,nt,nt,1%,-1%,0%,9%
COc1ccccc1-c1cc(C(=O)N/N=C/c2sccc2C)c2ccccc2n1,10%,-4%,3%,-19%,-21%,?,2%,-4%,-5%
CCCCC(=O)OCC(=O)c1[nH]c(C)c(C(=O)OCC)c1C,-6%,3%,0%,1%,1%,-21%,37%[activator],-4%,0%
CCCCn1c(N)c(N(CC(C)C)C(=O)CC2CCCCC2)c(=O)[nH]c1=O,11%,-2%,-2%,-2%,-3%,?,0%,-6%,-4%
COc1ccc(C)cc1NS(=O)(=O)c1cc(Br)cc2c1N(C(C)=O)C(C)C2 (centres undefined),0%,9%,nt,nt,nt,-5%,-16%,0%,-24%
NNC(=O)COc1ccc2oc3c(c2c1)CCCC3,14%,-2%,-4%,-5%,-6%,3%,-16%,9%,-3%
Cc1nc2c(o1)CCc1ccccc1C2N1CCN(C)CC1 (centres undefined),-10%&-1%&-23%,1%&1%&-5%,-4%&6%&-7%,-5%&-16%&12%,-1%&-16%&5%,13%&7%&1%,?,3%&6%&0%,-4%&-3%&0%
Cc1ccc(Cl)c(OCC(=O)N(C)CC(=O)Nc2ccc(N3CCOCC3)cc2)c1,?,4%,-13%,-1%,1%,-2%,25%,-5%,-10%
CS(=O)(=O)N1CCC(C(=O)N2CCN(c3ccccc3)CC2)CC1,-25%,-8%,0%,8%,12%,0%,6%,5%,3%
Cc1cc2cc(C#N)c(N3CCN(S(C)(=O)=O)CC3)nc2cc1C,14%,10%,-2%,-3%,2%,13%,48%[activator],26%,18µM*
Cc1cc(C)nc(SCC(=O)c2ccc(F)c(C)c2)n1,-9%,2%,-3%,9%,3%,6%,4%,13%,-2%
CCc1cc(/C(Cc2ccccn2)=N\Nc2ccccc2)c(O)cc1O,-92%[inhibitor],7%,38%,?,-30%,3%,?,12%,?
CCOC(=O)c1c(C)[nH]c(=S)c(C#N)c1-c1ccccc1,?,-11%,0%,14%,11%,6%,6%,-4%,?
